KCNK3 inh: human KCNK3 channel inhibitors, primary screen, CHO cells, FluxOR thallium flux, B-score. Potassium channel subfamily K member 3 (Homo sapiens), O14649. FluxOR fluorescence; stronger effect = lower value. B-score at 10 µM. hit rate 0.84% among 340,000;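 active = B-score under library mean minus 4 SD, starting fluorescence ratio at most library mean plus 5 SD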;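 note: more negative B-score means stronger inhibition of thallium flux through KCNK3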
Target sequence (O14649 whole entry, looked up): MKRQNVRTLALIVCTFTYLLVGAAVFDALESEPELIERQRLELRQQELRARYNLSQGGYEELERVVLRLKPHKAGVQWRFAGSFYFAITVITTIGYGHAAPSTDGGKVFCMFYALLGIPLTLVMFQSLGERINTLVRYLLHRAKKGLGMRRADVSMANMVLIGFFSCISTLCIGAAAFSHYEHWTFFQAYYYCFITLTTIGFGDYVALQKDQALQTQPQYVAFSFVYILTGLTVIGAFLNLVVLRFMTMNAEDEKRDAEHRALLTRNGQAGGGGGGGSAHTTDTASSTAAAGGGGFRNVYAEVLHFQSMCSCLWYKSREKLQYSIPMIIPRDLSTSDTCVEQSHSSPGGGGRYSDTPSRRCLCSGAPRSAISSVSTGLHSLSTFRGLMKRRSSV
Calls only; i = inactive.

| smiles | KCNK3 inh |
| --- | --- |
| CC[C@]12c3[nH]c4cc(-c5ccco5)ccc4c3CCN1C(=O)[C@@H](CC(=O)NCCc1ccccn1)C[C@@H]2C(=O)N1CCN(C(=O)c2ccco2)CC1 | i |
| O=C(Cc1ccc(NC(=O)C2CCCN(C(=O)C3CCCC3)C2)cc1)Nc1ccc(C(=O)N2CCOCC2)cc1 (stereo not drawn) | i |
| CC[C@H](C)[C@H]1CNC(=O)C(=O)N1CC1CCN(CCCc2ccc(OC)c(OC)c2)CC1 | i |
| Cc1cc(C)c(CN2CCN(C(=O)Cn3cnc4c(NCc5ccccc5)ncnc43)CC2)c(C)c1 | i |
| COc1ccc(CNC(=O)C[C@H]2C[C@H](C(=O)N(C(C)C)C(C)C)[C@@]3(C)c4[nH]c5ccc(Cl)cc5c4CCN3C2=O)cc1OC | i |
| CN(CC(=O)Nc1cc(C(F)(F)F)ccc1-n1cncn1)Cc1ccccc1N1CCOCC1 | i |
| CC(C)(C)OC(=O)N1CCCC(C(=O)Nc2cccc(C(=O)NCCc3ccccc3)c2)C1 (stereo not drawn) | i |
| Cc1ccc(NC(=O)c2ncn(CCCN3CCN(c4ccccn4)CC3)n2)cc1C | i |
| CN(Cc1ccccc1)C(=O)c1cccc(NC(=O)Cc2ccc(NC(=O)C3CCCN(C(=O)CCc4ccccc4)C3)cc2)c1 (stereo not drawn) | i |
| CC(C)(C)S(=O)(=O)N1Cc2cc(=O)n(Cc3ccccc3)c(CCO)c2[C@H]1CCO | i |
| CCCCCCCCNS(=O)(=O)CCNCCc1ccccc1 | i |
| C=CCNc1oc(-c2ccc(-c3ccccc3)cc2)nc1C#N | i |
| Cc1cccc(C2=NN(c3ccccc3)[C@@H](C(=O)N3CCOC3=O)[C@@H]2C)c1 | i |
| CN(C(=O)c1cccc(NC(=O)Cc2ccc(NC(=O)C3CCN(C(=O)C4CC4)CC3)cc2)c1)C1CCCCC1 | i |
| CN(C(=O)c1cccc(NC(=O)Cc2ccc(NC(=O)C3CCCN(C(=O)C4CCCC4)C3)cc2)c1)C1CCCCC1 (stereo not drawn) | i |
| CCC(CC)CN1CCC(CN2CCNC(=O)C2=O)CC1 | i |
| COc1ccc2[nH]c3c(c2c1)CCN1C(=O)C(CC(=O)NCCC2=CCCCC2)C[C@H](C(=O)N(C(C)C)C(C)C)[C@@]31C (stereo partly drawn) | i |
| O=C(Cc1ccc(NC(=O)C2CCN(C(=O)C3CC3)CC2)cc1)Nc1ccc(C(=O)N2CCOCC2)cc1 | i |
| CC(C)(C)NC(=O)C[C@H]1C[C@H](C(=O)N2CCCCC2)[C@@]2(C)c3[nH]c4ccc(Cl)cc4c3CCN2C1=O | i |
| Cc1ccc(NC(=O)Cn2cnc(C(=O)Nc3ccc(C)c(C)c3)n2)cc1C | i |
| CC(C)(C)OC(=O)N1CCC(C(=O)Nc2cccc(C(=O)NC3CC3)c2)CC1 | i |
| CCOC(=O)c1cc2c(c(CCO)n1)[C@H](CCO)N(S(=O)C(C)(C)C)C2 (stereo partly drawn) | i |
| CC(C)C[C@@H](CNCC(=O)[C@H](Cc1ccccc1)NC(=O)c1[nH]cnc1C(=O)N[C@@H](C)CN)NC(=O)c1nc[nH]c1C(=O)N[C@@H](CC(=O)O)C(=O)O | i |
| COC(=O)[C@@]1(C)[C@H]2C(=O)N(C)C(=O)[C@H]2[C@H]2CN=C(SCC(=O)c3ccccc3)N21 | i |
| O=C(Cc1ccc(NC(=O)C2CCN(C(=O)C3CCCC3)CC2)cc1)Nc1ccc(C(=O)N2CCOCC2)cc1 | i |
| COc1ccccc1-c1cccc([C@@H]2C[C@H]3[C@H](CON3C)CN2C(C)=O)c1 | i |
| Cc1ccc(NC(=O)c2ncn(CC(=O)NCc3ccc4c(c3)OCO4)n2)cc1C | i |
| Cc1cn(CC(=O)NCCNc2ccc([N+](=O)[O-])cn2)c(=O)[nH]c1=O | i |
| O=C(Nc1cccc(C(=O)N2CCCCC2)c1)C1CC1 | i |
| COC(=O)[C@@]1(C)[C@H]2C(=O)N(Cc3ccccc3)C(=O)[C@H]2[C@H]2CN(C)C(=NC3CCCCC3)N21 | i |
| NC(=O)c1ncn([C@@H]2O[C@H](CNC(=O)[C@@H](N)Cc3cccnc3)[C@@H](O)[C@H]2O)n1 | i |
| CCOC(=O)C1(C)Oc2ccccc2C(c2ccc(OC)cc2)=C1C(=O)OC (stereo not drawn) | i |
| O=S1(=O)CCOC(CO)CN1Cc1ccc(Cl)c(Cl)c1 (stereo not drawn) | i |
| CC[C@]12c3[nH]c4ccc(Cl)cc4c3CCN1C(=O)[C@@H](CC(=O)NCCc1ccccn1)C[C@@H]2C(=O)N1CCN(C(=O)C2CC2)CC1 | i |
| C[C@H](N)C(=O)NC[C@H]1O[C@@H](n2cnc3c(N)ncnc32)[C@H](O)[C@@H]1O | i |
| CCOc1ccc(CCN2C(=O)C(=O)N([C@@H](Cc3ccc(O)cc3)CN3CCC[C@@H]3CN3C(=O)C(=O)NC[C@@H]3Cc3ccccc3)C[C@@H]2Cc2ccccc2)cc1 | i |
| Cc1ccccc1OCCC(=O)Nc1cc(S(=O)(=O)N2CCCCC2)ccc1N1CCN(C)CC1 | i |
| COC(=O)[C@]1(Cc2ccccc2)N[C@H](CN(C)C(=O)c2ccc(C)cc2)[C@@H]2C(=O)N(C)C(=O)[C@@H]21 | i |
| CN(C)C(=O)CCc1ccc2c3c([nH]c2c1)[C@]1(C)[C@@H](C(=O)N2CCCCC2)C[C@H](CC(=O)NCCN2CCOCC2)C(=O)N1CC3 | i |
| C=C(C1=CCN(S(=O)C(C)(C)C)[C@@H]1CCO)c1ccccc1 (stereo partly drawn) | i |

Exported with each value named: 2 of the compounds above
smiles: CC(C)(C)S(=O)(=O)N1Cc2cc(=O)n(Cc3ccccc3)c(CCO)c2[C@H]1CCO
  KCNK3 inh = i

smiles: CCCCCCCCNS(=O)(=O)CCNCCc1ccccc1
  KCNK3 inh = i

Other structures
| smiles | KCNK3 inh |
| --- | --- |
| S=c1[nH]nc2ccccn12 | i |
| COc1cc(O)c(C(=O)O)c(CCc2ccccc2)c1 | i |
| CC[C@@H](C)[C@@H]1CN([C@@H](CN2CCC[C@H]2CN2C(N)=NC[C@H]2CC(C)C)C(C)C)C(=N)N1CCCC1CCCC1 | i |
| CCOc1ccc(CCN2C(=S)N([C@@H](CC(C)C)CN3CCCC3CN3C(=S)NC[C@@H]3Cc3ccc(O)cc3)C[C@@H]2Cc2ccccc2)cc1 (stereo partly drawn) | i |
| C[C@H](CO)N1C[C@H](C)[C@@H](CN(C)C(=O)Nc2ccc3c(c2)OCO3)Oc2c(NC(=O)Cc3ccccc3)cccc2C1=O | i |
| CC(C)(C)OC(=O)N(CCc1ccccc1)Cc1ccc(OCc2cccc(NC(=O)C3CCC3)c2)cc1 | i |
| CC(=O)c1ccc(OCc2cn(CC(=O)c3ccc(O)cc3)nn2)cc1 | i |
| O=C(Cc1cccc(NC(=O)C2CCCN(C(=O)CCc3ccccc3)C2)c1)Nc1ccc(C(=O)N2CCCCC2)cc1 (stereo not drawn) | i |
| CC(C)NC(=O)N(C)C[C@H]1Oc2c(NC(=O)Nc3ccc4c(c3)OCO4)cccc2C(=O)N([C@H](C)CO)C[C@@H]1C | i |
| C[C@@H](NC(=O)Cn1cnc2c(NCc3ccccc3)ncnc21)c1cccc2ccccc12 | i |
| COc1ccc(-c2cccc(CCC(=O)N3CCN(c4cc(C)ccc4C)CC3)c2)cc1 | i |
| COc1cc2c(cc1OC)[C@@H](NC(=O)Cc1ccc(F)cc1)[C@H](OCc1ccccc1)C2 | i |
| COc1ccc(-c2noc(CCC(=O)N3CCN(c4cccc(Cl)c4)CC3)n2)cc1 | i |
| COCC(Cc1ccccc1)NC(=O)Cn1cc(C)c(=O)[nH]c1=O (stereo not drawn) | i |
| CC[C@]12c3[nH]c4cc(CCC(=O)N(C)C)ccc4c3CCN1C(=O)[C@@H](CC(=O)NCCN1CCOCC1)C[C@@H]2C(=O)N1CCN(C(=O)c2ccco2)CC1 | i |
| C[C@H](O)[C@@H]1C(=O)N2CCc3ccc(-c4cccc(F)c4)cc3[C@@H]2C[C@@H]1N(C)C(=O)C(C)(C)C | i |
| COc1ccc(-c2ccc3c(c2)C2CC3CCN2Cc2ccc(OC(F)(F)F)cc2)cc1 (stereo not drawn) | i |
| C[C@H]1CN(S(=O)C(C)(C)C)[C@H](CCO)/C1=C\c1ccccc1 (stereo partly drawn) | i |
| Cc1ccc(S(=O)(=O)N2[C@@H](c3ccc(C(C)(C)C)cc3)C(C(=O)O)=CC[C@H]2c2ccc(Cl)c(Cl)c2)cc1 | i |
| CC(C)(C)OC(=O)N1CCC(C(=O)Nc2ccc(C(=O)N3CCCC3)cc2)CC1 | i |

The closing 4 entries of the part before lead into the next.
| smiles | KCNK3 inh |
| --- | --- |
| COc1ccc(-c2ccc3c(c2)C2CC3CCN2Cc2ccc(OC(F)(F)F)cc2)cc1 (stereo not drawn) | i |
| C[C@H]1CN(S(=O)C(C)(C)C)[C@H](CCO)/C1=C\c1ccccc1 (stereo partly drawn) | i |
| Cc1ccc(S(=O)(=O)N2[C@@H](c3ccc(C(C)(C)C)cc3)C(C(=O)O)=CC[C@H]2c2ccc(Cl)c(Cl)c2)cc1 | i |
| CC(C)(C)OC(=O)N1CCC(C(=O)Nc2ccc(C(=O)N3CCCC3)cc2)CC1 | i |
| O=[N+]([O-])c1ccc(COc2ccccc2CN2CCCC2)cc1 | i |
| COC(=O)[C@@]1(Cc2ccccc2)[C@H]2C(=O)N(C)C(=O)[C@H]2[C@H]2CN=C(SCc3ccc(C#N)cc3)N21 | i |
| O=C(CSc1nc2[nH]c(=O)cc(O)c2s1)Nc1nncs1 | i |
| CCCc1nc(SCC(=O)c2ccc3c(c2)NC(=O)CO3)[nH]c(=O)c1CC | i |
| COC(=O)c1cc2c(n(Cc3ccccc3)c1=O)CCCC2=O | i |
| C[C@H](CO)N1C[C@H](C)[C@@H](CN(C)CC2CCCCC2)Oc2c(NC(=O)Cc3ccccc3)cccc2C1=O | i |
| CCN(C[C@H]1N[C@@](Cc2ccccc2)(C(=O)OC)[C@H]2C(=O)N(C)C(=O)[C@@H]12)C(=O)C1CCCCC1 | i |
| CCCCN1C[C@H](CO)Oc2cccc(F)c2S1(=O)=O | i |
| O=C(Cc1cccc(NC(=O)C2CCCN(C(=O)C3CC3)C2)c1)Nc1ccc(C(=O)N2CCOCC2)cc1 (stereo not drawn) | i |
| NS(=O)(=O)c1ccc(N2N=C(c3ccccc3)CC2c2ccccc2Cl)cc1 (stereo not drawn) | i |
| COc1ccc(S(=O)(=O)N2C[C@H]3CON(C)[C@H]3C[C@H]2c2cccc(Br)c2)cc1 | i |
| CN(Cc1ccccc1)C(=O)c1ccc(NC(=O)Cc2ccc(NC(=O)C3CCCN(C(=O)c4ccccc4)C3)cc2)cc1 (stereo not drawn) | i |
| CN(C(=O)c1cccc(NC(=O)Cc2ccc(NC(=O)C3CCCN(C(=O)C4CCC4)C3)cc2)c1)C1CC1 (stereo not drawn) | i |
| Cc1cc(C)cc(-c2nnc(SCC(=O)NCC3CCCO3)o2)c1 (stereo not drawn) | i |
| CCN(C[C@H]1N[C@@](Cc2ccccc2)(C(=O)OC)[C@H]2C(=O)N(C)C(=O)[C@@H]12)C(=O)COc1ccccc1 | i |
| COc1cc(OC)c2c(-c3cccc(-c4ccc(OC(F)(F)F)cc4)c3)cc(=O)oc2c1 | i |
| C[C@]12c3[nH]c4cc(-c5ccco5)ccc4c3CCN1C(=O)[C@@H](CC(=O)NCc1cccc(C(F)(F)F)c1)C[C@@H]2C(=O)N1CCCCC1 | i |
| CN(C(=O)c1cccc(NC(=O)Cc2cccc(NC(=O)C3CCCN(C(=O)C4CCCCC4)C3)c2)c1)C1CC1 (stereo not drawn) | i |
| CC(C)(C)OC(=O)N(CCc1ccccc1)Cc1ccccc1OCc1cccc(NC(=O)C2CCC2)c1 | i |
| O=C(Cc1cccc(NC(=O)C2CCCN(C(=O)C3CCCC3)C2)c1)Nc1cccc(C(=O)N2CCCCC2)c1 (stereo not drawn) | i |
| CC(=O)OC[C@H]1O[C@@H](Oc2cc3ccc(=O)oc3cc2OC(C)=O)[C@H](OC(C)=O)[C@@H](OC(C)=O)[C@@H]1OC(C)=O | i |
| CC(C)N(C(=O)[C@H]1C[C@H](CC(=O)NC(C)(C)C)C(=O)N2CCc3c([nH]c4ccc(Cl)cc34)[C@]12C)C(C)C | i |
| CN(C)CCCNC(=O)C[C@H]1C[C@H](C(=O)N2CCCCC2)[C@@]2(CCc3ccccc3)c3[nH]c4cc(CCC(=O)N(C)C)ccc4c3CCN2C1=O | i |
| CCN1C[C@@H]2[C@@H]3C(=O)N(C)C(=O)[C@@H]3[C@](C)(C(=O)OC)N2C1=NC | i |
| O=c1ccn([C@@H]2O[C@H](CNCC3=Cc4cc(O)ccc4OC3)[C@@H](O)[C@H]2O)c(=O)[nH]1 | i |
| O=C(NCCCCc1ccccc1)c1cccc(NC(=O)C2CC2)c1 | i |
| CN(Cc1ccccc1)C(=O)c1ccc(NC(=O)Cc2ccc(NC(=O)C3CCN(C(=O)C4CCCC4)CC3)cc2)cc1 | i |
| COc1cc(CN(CC(C)C)S(=O)(=O)c2ccccc2Br)cc(OC)c1 | i |
| CC[C@@H]1C=C(C(=O)O)[C@H](c2ccc(Cl)cc2)N1S(=O)(=O)c1ccc(C)cc1 | i |
| COCCS(=O)(=O)N(Cc1ccccc1)[C@H](C(=O)OC)C(C)C | i |
| O=C(C[C@H]1C[C@H](C(=O)N2CCCCC2)[C@@]2(CCc3ccccc3)c3[nH]c4ccc(Cl)cc4c3CCN2C1=O)NCCCn1ccnc1 | i |
| COc1ccc(CNCCS(=O)(=O)NCc2ccccc2)cc1 | i |
| CN(C(=O)c1cccc(NC(=O)Cc2ccc(NC(=O)C3CCN(C(=O)C4CCCC4)CC3)cc2)c1)C1CCCCC1 | i |
| Cc1ccc(NC(=O)c2ncn(CCCN3CCN(Cc4cccc5ccccc45)CC3)n2)cc1C | i |

Screening data from PubChem.

These rows are one share of the data. The share of hits here may be higher or lower than overall.
